Mito fusion yeast = blocks mitochondrial division or promotes mitochondrial fusion; S. cerevisiae fusion-defective mutant growth rescue, CellTiterGlo 48 h; 320,000 compounds, 0.23% hits; Potency, µM (top dose mostly 46.1 µM), for inactives: top-dose growth rescue (activation), actives largely listed as activators;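 further: potency means the concentration at half of the fitted maximal effect; % of control where 0% means no effect; nearly all actives have a fitted effect of over 45% in size; temperature-sensitive fusion mutants such as fzo1-1 at 37 °C on non-fermentable ethanol glycerol medium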
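S. cerevisiae fusion-defective temperature-sensitive mutants (e.g. fzo1-1, mgm1-5) grown 48 h at 37C in YPEG (ethanol/glycerol non-fermentable) medium with 23 nl compound per well; growth rescue read as CellTiterGlo luminescence.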
RORg inh = ROR gamma (mouse) transcription inhibition | P51450 | Drosophila S2 Gal4-RORgamma UAS-luciferase reporter, 20 h | Potency, µM (doses to about 53.6 µM), for inactives: top-dose activity change, negative = inhibition, hits mostly inhibitors | 310,000 compounds, 5.4% hits; further: potency means the concentration at half of the fitted maximal effect; on the % scale 0 is the no-effect control and ±100 the full control effect; nearly all actives have a fitted effect of over 60% in size
Target sequence (P51450 whole entry, looked up, the tested form may be a part): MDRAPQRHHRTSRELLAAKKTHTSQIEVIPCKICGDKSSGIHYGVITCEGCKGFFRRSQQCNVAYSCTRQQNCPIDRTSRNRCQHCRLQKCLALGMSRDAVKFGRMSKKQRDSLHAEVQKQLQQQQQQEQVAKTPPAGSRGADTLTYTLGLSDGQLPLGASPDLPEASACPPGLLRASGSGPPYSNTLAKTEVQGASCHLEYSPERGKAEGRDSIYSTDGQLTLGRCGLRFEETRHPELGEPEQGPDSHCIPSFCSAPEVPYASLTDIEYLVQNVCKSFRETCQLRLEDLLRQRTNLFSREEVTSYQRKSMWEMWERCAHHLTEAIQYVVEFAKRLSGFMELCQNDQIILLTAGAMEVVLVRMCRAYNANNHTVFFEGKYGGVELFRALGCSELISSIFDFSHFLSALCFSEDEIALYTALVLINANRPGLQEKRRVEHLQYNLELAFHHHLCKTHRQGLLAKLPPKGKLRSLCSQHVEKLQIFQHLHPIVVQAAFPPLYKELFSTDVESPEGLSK
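Luminescence from a UAS-regulated Photinus luciferase reporter in stably transfected Drosophila Schneider cells is measured; decreased signal marks ROR gamma inhibition. Fusion expression is induced by 700 uM copper sulfate for 20 hr.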
KCNH2 3.1 block = blocks the human KCNH2 3.1 channel isoform | U2OS KCNH2 3.1, thallium flux FluxOr; active compounds read low | activity change, % (tested at about 1.8 µM) | 340,000 compounds, 0.95% hits;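 active means maximum activity change below -70%; inconclusive means maximum activity change from -70% to -50%; inactive means maximum activity change above -50%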;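 further: thallium influx rate constant from kinetic fluorescence after stimulation buffer; on the % scale 0 is the no-effect control and ±100 the full control effect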
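Thallium flux read-out: FluxOr dye with Red40 quencher in HBSS/HEPES, 45 min at RT. Rate constants from kinetic reads were normalized to positive and negative DMSO controls. Cells: U2OS virally expressing the 3.1 isoform.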
Menin MLL FP TR = menin-MLL binding inhibition, Texas Red mutant peptide | O00255 | Menin + Texas Red MLL mutant peptide, fluorescence polarization | Potency, µM (series often up to 61.6 µM), inactives show at the top dose FP activity change, negative = inhibition, most hits filed as inhibitors | 270,000 compounds, 0.23% hits; active means well fitted inhibition curve with a large enough effect in the polarisation, with a control signal flat, not every such curve was filed as active; inconclusive means small, poorly fitted or top-dose-only effect, or effect the other way, or a change in a side signal; inactive means no such curve, though single readings can be large or run the other way; the % refers to the polarisation; further: potency means the concentration at half of the fitted maximal effect; % of control where 0% means no effect; many of its hits are not listed in these tables
Rab9 prom act = activators of Rab9 promoter. Huh7 Rab9 promoter-luciferase reporter, luminescence, 24 h. Potency, µM (doses to about 9.22 µM), without a hit: top-dose activation, negative = inhibition, usual class: activators. 320,000 compounds, 2.8% hits; further: potency means the concentration at half of the fitted maximal effect; % of control where 0% means no effect; nearly all actives have a fitted effect of over 60% in size
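Cell-based reporter: Huh7 stable for Rab9 promoter-driven luciferase, plated in reduced-serum medium with 10% FBS at 1500 cells/well, compound-treated 24 h at 37 °C, luminescence read after 10 min reagent.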
NPC1 promoter act = NPC1 promoter activation; Huh7 NPC1 promoter luciferase reporter, 24 h; Potency, µM (titrated, usually from 9.22 µM), for inactives: top-dose activation, actives largely listed as activators; 320,000 compounds, 2.4% hits;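 further: potency means the concentration at half of the fitted maximal effect; % of control where 0% means no effect; nearly all actives have a fitted effect of over 60% in size; reporter is driven by a mutant NPC1 promoter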
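Cells: Huh7 expressing luciferase under the NPC1 promoter, 1500/well. Seeded 2 h, compound added, incubated 24 h at 37 °C. Luciferase reagent, 10 min ambient, then luminescence.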
ELG1 DNA repair = inhibitors of ELG1-dependent DNA repair in HEK293T cells. AID 504467. HEK293T ELG1-luciferase reporter, luminescence, 16 h; DNA damage induced by 5-fluorouridine. Potency, µM (titrated, usually from 46.1 µM), for the others: at the top dose activity change, negative = inhibition, actives largely listed as inhibitors. 330,000 compounds, 2.3% hits; further: potency means the concentration at half of the fitted maximal effect; on the % scale 0 is the no-effect control and ±100 the full control effect; nearly all actives have a fitted effect of over 55% in size
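DMSO vehicle served as the neutral condition. Each well held 2,000 cells given 5-fluorouridine plus compound; after 16 hr at 37 °C/5% CO2, ONE-Glo was added and luciferase measured 30 min later.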
PKM2 act = PKM2 (human) enzyme activation | Potency, µM (top dose mostly 57.5 µM), without a hit: top-dose activation, hits mostly activators | P14618 | 260,000 compounds, 0.34% hits | purified PKM2, Kinase-Glo ATP luminescence, activation; response scale: 0% is enzyme alone, no compound | AID 1631; further: potency means the concentration at half of the fitted maximal effect; on the % scale 0 is the no-effect control and ±100 the full control effect; nearly all actives have a fitted effect of over 55% in size
Target sequence (P14618 whole entry, looked up): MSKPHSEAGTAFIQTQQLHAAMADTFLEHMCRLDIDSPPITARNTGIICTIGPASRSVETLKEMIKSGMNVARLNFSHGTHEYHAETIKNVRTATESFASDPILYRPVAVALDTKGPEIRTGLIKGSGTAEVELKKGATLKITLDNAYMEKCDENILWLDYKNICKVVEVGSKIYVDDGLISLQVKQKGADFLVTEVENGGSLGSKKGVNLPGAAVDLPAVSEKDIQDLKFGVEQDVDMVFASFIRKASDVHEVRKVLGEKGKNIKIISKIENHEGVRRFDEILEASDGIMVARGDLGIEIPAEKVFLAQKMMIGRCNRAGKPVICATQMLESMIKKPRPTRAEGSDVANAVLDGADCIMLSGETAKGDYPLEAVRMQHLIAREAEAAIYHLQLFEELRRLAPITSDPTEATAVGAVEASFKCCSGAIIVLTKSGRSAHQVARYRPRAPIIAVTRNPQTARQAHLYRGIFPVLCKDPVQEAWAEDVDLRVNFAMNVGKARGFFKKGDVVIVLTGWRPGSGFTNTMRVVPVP
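hPK-M2, >95% pure; 0.1 mM ADP / 0.5 mM PEP final; imidazole pH7.2 buffer w/ 7 mM MgCl2, 50 mM KCl; 1 h RT; Kinase-Glo lum. Intermediate enzyme activity for dual inhibitor/activator qHTS.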
Gal4-VP16 FLuc = inhibits Gal4-VP16 luciferase reporter, ROR gamma counter-screen | Drosophila S2 Gal4-VP16 UAS-luciferase, luminescence, 20 h | 310,000 compounds, 3.5% hits | AID 2546 | Potency, µM (top dose mostly 53.6 µM), for inactives: at the top dose activity, negative = inhibition, actives largely listed as inhibitors;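 further: Gal4-VP16 expression switched on by copper sulfate through the metallothionein promoter; potency means the concentration at half of the fitted maximal effect; on the % scale 0 is the no-effect control and ±100 the full control effect; nearly all actives have a fitted effect of over 50% in size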
MBNL1 CUG block = MBNL1-poly(CUG) RNA binding inhibition; Q9NR56; TR-FRET MBNL1-His/biotin-(CUG)12 binding, 665/545 ratio; Potency, µM (doses to about 57.5 µM), for the others: at the top dose activity change, negative = inhibition, most hits filed as inhibitors; 280,000 compounds, 0.036% hits; AID 2675; active means well fitted inhibition curve with a large enough effect in the signal ratio, with a control signal flat, not every such curve was filed as active; inconclusive means small, poorly fitted or top-dose-only effect, or effect the other way, or a change in a side signal; inactive means no such curve, though single readings can be large or run the other way; the % refers to the signal ratio; further: potency means the concentration at half of the fitted maximal effect; on the % scale 0 is the no-effect control and ±100 the full control effect
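Inhibition of protein-RNA binding appears as loss of TR-FRET between terbium anti-His antibody on MBNL1-His and streptavidin-XL665 on biotin-(CUG)12. Activity is normalized to buffer-only and uninhibited-complex controls.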
FLuc counter = firefly luciferase modulation, counter-screen for miR-21 project | P08659 | purified FLuc, Km substrates, luminescence inhibition | Potency, µM (highest dose often 57.5 µM), for the others: at the top dose activity change, negative = inhibition, actives largely listed as inhibitors | 360,000 compounds, 6.9% hits | AID 588342;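 further: potency means the concentration at half of the fitted maximal effect; plate controls were vehicle for no effect and reference inhibitor for full effect; nearly all actives have a fitted effect of over 55% in size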
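Biochemical qHTS of compounds, final roughly 60 µM downward over six points, against 10 nM purified firefly luciferase using Km concentrations of substrates (10 uM D-luciferin, 10 uM ATP) in Tris acetate pH 7.5 buffer; luminescence output.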
An asterisk follows results filed as active; u = inconclusive; x = not tested or not shown; & = joins results of further samples; [ ] = another dose, or the depositor's remark. Unless noted, the call rests on the fitted dose curve; in most records, active means well fitted curve in the direction sought with a large enough effect; inconclusive means small, poorly fitted or top-dose-only effect, or another doubt; inactive means no such curve, though single readings can be large; an effect the other way counts as inactive or inconclusive. A portion of the library (hit frequency here may not be typical).

Molecule	Mito fusion yeast	RORg inh	KCNH2 3.1 block	Menin MLL FP TR	Rab9 prom act	NPC1 promoter act	ELG1 DNA repair	PKM2 act	Gal4-VP16 FLuc	MBNL1 CUG block	FLuc counter
CN(C)S(=O)(=O)c1ccc(N2CCCC2)c(C(=O)NCC(=O)Nc2ccc(F)c(F)c2)c1	-2%	x	-8	x	0%	1%	-17%	x	x	x	4%
Cc1ccc(S(=O)(=O)NN2Cc3ccccc3C2=N)cc1	-1%	2%	-3	5%	-2%	-11%	u	-1%	-8%	-6%	-4%
CCS(=O)(=O)c1nc(S(=O)(=O)c2ccc(C)cc2)c(N2CC(C)CC(C)C2)s1 (centres undefined)	1%	2%	10	x	-6%	-1%	-10%	x	2%	-1%	0%
O=C(Cn1c(=O)sc2ccccc21)Nc1ccccc1C(=O)O	-3%	12%[10 µM]	18	5%	7%	0%	23%	1%	8%	3%	u
CCN1CCN(C(CNS(=O)(=O)c2ccc(OC)c(C)c2)c2cccnc2)CC1 (centres undefined)	-3%	-15%	x	x	-3%	2%	1%	-3%	-6%	1%	6%
Cc1ccnc(Sc2nc3c(c(=O)[nH]c(=O)n3C)n2CCCc2ccccc2)n1	4%	13%	-3	-3%	2%	-1%	-7%	-4%	-3%	-11%	2%
CN(C)C(CNC(=O)CCC(=O)c1ccc(Br)cc1)c1ccccc1 (centres undefined)	-3%	1%	-15	u	0%	3%	1%	x	11%	-1%	-3%
CC(=O)Nc1ccc(NC(=O)C(C)Sc2n[nH]c(-c3cccs3)n2)cc1 (centres undefined)	-3%	x	12	x	2%	0%	1%	x	x	x	-15%
CCCCc1cc(-c2n[nH]c(=S)o2)c2ccccc2n1	28%	-30%	-10	u	1%	-6%	1%	x	-4%	29%	-18%
CN(C)c1ccc(C(=O)OCC(=O)NCCC2=CCCCC2)cc1	17%	-3%	-3	u	12%	-2%	8%	-8%	10%	-2%	-9%
COc1ccccc1C(=O)Nc1ccc(Br)cc1C	17%	-7%	-2	22%	u	u	u	-1%	-18%	14%	17µM*
COC(=O)c1ccc(N=NN2CCCCCC2)cc1	25%	7%	5	4%	3.2µM*	2.2µM*	u	-6%	-5%	14%	6.7µM*
CC(=O)NC(c1ccc(C)cc1)c1cc([N+](=O)[O-])c2cccnc2c1O (centres undefined)	21%	2.8µM*	4	u	-47%[inhibitor]	-33%[inhibitor]	u	15%	4µM*	5%	-1%
CN(C)S(=O)(=O)Oc1cccc(C(=O)Nc2cccc(Cl)c2)c1	-5%	u	-23	u	u	u	u	-1%	-12%	1%	13µM*
CCc1ccccc1N(C(=O)c1snc(C(N)=O)c1N)C(C(=O)NCC1CCCO1)c1ccc(C)o1 (centres undefined)	3%	13%	7	0%	1%	-2%	-5%	3%	10%	11%	-1%
Cc1ccc(NC(=O)COC(=O)/C(=C/c2cccs2)c2cccs2)cc1S(=O)(=O)N(C)C	5%	25%	-18	1%	-1%	3%	u	3%	-13%	4%	u
Nc1c(N(CCC2=CCCCC2)C(=O)c2ccccc2F)c(=O)[nH]c(=O)n1Cc1ccccc1	0%	x	3	x	8%	2%	-10%	x	x	x	-4%
CCn1c(SCC(=O)NCC(=O)Nc2ccc(F)cc2)nnc1-c1cccs1	-1%	18%	-3	0%	-5%	-1%	0%	-3%	-5%	-3%	2%
CCS(=O)(=O)NCc1cn2c(C)csc2n1	-2%	16%	27	-2%	-4%	5%	u	1%	-3%	4%	-1%
O=C(CNC(=O)c1ccc2c(c1)OCCO2)N/N=C/c1ccco1	6%	4%	-8	x	-9%	-1%	u	-5%	-15%	17%	-6%
O=C(Nc1nc2c(s1)CCCC2)c1nn(Cc2ccccc2)c(=O)c2ccccc12	-7%	-17%	-10	-11%	-3%	-3%	u	0%	0%	-7%	-1%
COc1ccc(OC)c(NC2c3ncccc3C(=O)N2Cc2ccco2)c1 (centres undefined)	0%	7%	-80*	1%	9%	0%	-1%	-1%	-1%	-1%	-2%
C=CCn1c(N)cc(=O)nc1SCC(=O)N(c1ccccc1)c1ccccc1	7%	0%	3	-9%	0%	-1%	7%	-1%	-7%	-14%	-1%
Cc1ccc(CNC(=O)C2CCN(C(=O)c3cccc(Cl)c3)CC2)cc1	0%	-11%	6	-13%	-8%	-5%	-13%	0%	-1%	-4%	6%
COC(=O)C1=CNC=C(C(=O)OC)C1c1cccc2ccccc12	12%	7%	-1	41%[activator]	-3%	-1%	-7%	x	-22%	12%	1%

Retrieved by structure from above (2):
Molecule	Mito fusion yeast	RORg inh	KCNH2 3.1 block	Menin MLL FP TR	Rab9 prom act	NPC1 promoter act	ELG1 DNA repair	PKM2 act	Gal4-VP16 FLuc	MBNL1 CUG block	FLuc counter
CN(C)S(=O)(=O)Oc1cccc(C(=O)Nc2cccc(Cl)c2)c1	-5%	u	-23	u	u	u	u	-1%	-12%	1%	13µM*
CC(=O)Nc1ccc(NC(=O)C(C)Sc2n[nH]c(-c3cccs3)n2)cc1 (centres undefined)	-3%	x	12	x	2%	0%	1%	x	x	x	-15%

The list continues.
Molecule	Mito fusion yeast	RORg inh	KCNH2 3.1 block	Menin MLL FP TR	Rab9 prom act	NPC1 promoter act	ELG1 DNA repair	PKM2 act	Gal4-VP16 FLuc	MBNL1 CUG block	FLuc counter
COC(=O)COC(=O)c1ccc(-n2nnnc2SC)cc1	7%	20%	8	-27%	0%	-1%	11%	9%	-17%	-3%	-2%
COc1ccc(OC)c(N=C2SCCCN2C(=O)c2ccc(N3C(=O)CCC3=O)cc2)c1	-4%	x	x	x	0%	11%	12%	x	x	x	4%
CCN(CC)CCNC(=O)NC1CCCCC1	2%	4%	-2	15%	1%	15%	u	-5%	14%	2%	2%
CC(C)c1onc(C(=O)NC2CCCCC2)c1[N+](=O)[O-]	-6%	13%	x	-6%	-5%	2%	5%	3%	-1%	8%	2%
CCCOc1ccc(C(C)=O)cc1Cc1c(O)nc(SC)[nH]c1=O	0%	-1%	5	6%	-1%	-6%	3%	3%	-9%	7%	8%
O=C(CCn1c(=O)c2sccc2n(CC(=O)NCc2ccco2)c1=O)NCc1ccccc1	0%	-2%	3	-16%	-7%	0%	14%	19%	1%	-1%	2%
CSc1ccccc1NC(=O)CNCCCN1CCOCC1	-3%	10%	1	x	2%	2%	0%	9%	-3%	6%	-3%
O=C(Nc1cccc(-c2cccc(Cl)c2)c1)C1CCN(Cc2ccccn2)CC1	2%	20µM*	-72*	x	4%	-2%	-2%	6%	u	-3%	u
COc1cc(OC)c2ccc(=O)oc2c1C(CCN1CCN(c2ccccc2)CC1)c1ccc(N(C)C)cc1 (centres undefined)	-12%	-19%&-16%	-25	-12%	-4%	0%	14%	2%	-10%&-3%	8%	1%
CCCn1c(=O)c(C(=O)NNC(=O)c2ccccc2Cl)c(O)c2ccccc21	-24%	11µM*	21	u	0%	5%	-12%	3%	u	6%	0%
CCOC(=O)c1[nH]c(Cc2[nH]c(C(=O)OCC)c(C)c2CCC(=O)OC)c(CCC(=O)OC)c1C	-2%	17%	5	u	-5%	-2%	18µM*	3%	3%	-4%	-3%
